Compound activity as filed in PubChem BioAssay.
dFosB act – activators of mouse delta FosB homodimer; 340,000 tested, 0.99% active; purified delta FosB, TAMRA-CDK5 oligo fluorescence polarization; percent of positive-control signal above neutral wells; activation, % at 25 µM;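 active = mean activation above about 17%, with every replicate also reaching it, limit read from the data, passing the limit was not always enough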;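 note: fluorescence polarization rise as delta FosB binds a TAMRA Cdk5 AP-1 oligo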
Target sequence (P13346 whole entry, looked up): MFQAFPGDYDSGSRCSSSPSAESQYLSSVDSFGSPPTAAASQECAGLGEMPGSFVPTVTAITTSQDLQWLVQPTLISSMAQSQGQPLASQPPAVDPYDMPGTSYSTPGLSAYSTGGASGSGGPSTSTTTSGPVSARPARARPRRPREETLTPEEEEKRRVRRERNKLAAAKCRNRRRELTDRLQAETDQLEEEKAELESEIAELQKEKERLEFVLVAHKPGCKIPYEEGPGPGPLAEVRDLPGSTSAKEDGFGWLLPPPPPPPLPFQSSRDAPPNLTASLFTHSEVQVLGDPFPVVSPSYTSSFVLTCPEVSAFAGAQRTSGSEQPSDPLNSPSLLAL
CAL PDZ FP-1 – blocks peptide binding to human CAL PDZ domain | purified CAL PDZ, TMR-peptide fluorescence polarization, 1 h | Q9HD26 | AID 504414 | inhibition, % at 20 µM | 330,000 tested, 0.02% active;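 active = highest replicate inhibition of at least 40%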;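 note: plate controls were DMSO neutral control wells for no effect and unlabeled competitor peptide control wells for full effect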
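Material: tagged CAL PDZ domain; buffer or medium: 25 mM sodium phosphate pH 7.4, 150 mM NaCl, TCEP, IgG, Thesit; compound dosing: single point, 20 µM; schedule: 1 h incubation at room temperature before polarization reading; measured by: FP readout, S and P plane fluorescence; read-out basis: percent inhibition from loss of millipolarization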
CAL PDZ FP-2 – blocks peptide binding to the human CAL PDZ domain. purified CAL PDZ, TMR-peptide fluorescence polarization, 1 h. inhibition, % at 24.9 µM. 300,000 tested, 0.92% active. AID 602252;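 active = mean inhibition of at least 30% with at least half of replicates also reaching 30%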;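 note: 0% = DMSO neutral control and 100% = excess unlabeled competitor peptide PRC23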
Tat transport – inhibitors of E. coli Tat protein transport; E. coli MC4100 TorA-mCherry Tat export, fluorescence; inhibition, % at 10 µM; 340,000 tested, 0.036% active;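 active = mean replicate inhibition at least 50% and at least half of replicates individually reaching 50%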;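 note: exported cargo escapes ClpAP degradation while cytoplasmic cargo is degraded and loses fluorescence; 0% = median of neutral control wells and 100% = median of NaSCN control wells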
V-ATPase pHluor – alters yeast V-ATPase proton transport | response, % at 10 µM | 350,000 tested, 0.37% active | S. cerevisiae, pHLuorin cytosolic pH fluorescence; in the data active = response mostly above about 7.3%, no sharp cut-off; inactive = mostly below about 5.4%; note: actives read high; inactives centre near 0; some compounds called inactive have numbers as strong as hits; reference of the scale not given here
Wnt bcat act – activates Wnt/beta-catenin signaling in a reporter cell assay. activator, plate reader. activation, % at 9.35 µM. 300,000 tested, 1.2% active; in the data active = activation above about 30%, passing the limit was not always enough;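 note: 0% = neutral control wells and 100% = positive control wells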
MITF act – increases MITF-driven TRPM1 promoter luciferase signal | SK-MEL-5 TRPM1-promoter luciferase, 24 h; % of positive control, neutral wells = 0 | activation, % at 12.5 µM | 300,000 tested, 0.75% active | AID 588334;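 active = mean activation of at least 80% with every replicate also reaching 80%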;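 note: 0% = neutral control wells and 100% = parthenolide positive control wells; values of inactives mirror those of a sister screen read the other way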
RTF Ca sens act – cardiac RTF calcium sensitization; P19429+P45379; IANBD-labeled TnC RTF fluorescence at EC20 calcium; 0% EC20 calcium, 100% full calcium; activation, % at 7.2 µM; 340,000 tested, 0.24% active;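 active = activation above the mean over all tested compounds plus 3 SD, cut at about 30% in these data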;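 note: rise in fluorescence read as greater calcium sensitivity of cardiac thin filaments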
CDK5 p35 inh – CDK5/p35 (human) kinase inhibition; Recombinant CDK5/p35, ADP-Glo luminescence, 60 min; inhibition, % at 10 µM; 330,000 tested, 0.01% active; AID 488839;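 active = highest replicate inhibition of at least 50% and at least 75% of replicates reaching 50%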;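 note: plate controls were DMSO neutral control for no effect and GW8510 at 10 µM for full effect; many of its hits are not listed in these tables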
Rtt109 Vps75 – blocks Candida albicans Rtt109/Vps75 acetyltransferase activity. Q5AAJ8. purified Rtt109/Vps75, ThioGlo CoA-SH fluorescence, 4 h. 330,000 tested, 0.16% active. inhibition, % at 34.9 µM;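 active = inhibition of at least 50% in every replicate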
Target sequence (Q5AAJ8 whole entry, looked up): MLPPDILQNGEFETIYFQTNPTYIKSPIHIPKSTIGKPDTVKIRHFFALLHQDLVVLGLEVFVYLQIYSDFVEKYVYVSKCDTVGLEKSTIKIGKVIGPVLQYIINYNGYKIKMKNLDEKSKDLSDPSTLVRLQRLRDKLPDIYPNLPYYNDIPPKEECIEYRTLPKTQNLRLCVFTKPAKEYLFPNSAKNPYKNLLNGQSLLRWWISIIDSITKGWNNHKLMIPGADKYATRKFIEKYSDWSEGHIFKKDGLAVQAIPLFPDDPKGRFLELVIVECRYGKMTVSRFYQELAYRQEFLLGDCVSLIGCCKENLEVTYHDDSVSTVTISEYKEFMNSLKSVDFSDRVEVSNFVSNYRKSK
* = called active by the depositor; . = not tested or not shown.

[1] Cc1ccc(-c2nnn(CCC(=O)NC3CCCC3)n2)cc1
[2] CC(=O)CC(C)(C)n1nnc(-c2ccccc2)n1
[3] COc1ccc(CCNC(=O)Cn2c(=O)n(-c3ccc(F)cc3F)c(=O)c3sccc32)cc1OC
[4] CC[C@]12c3[nH]c4ccc(Cl)cc4c3CCN1C(=O)[C@@H](CC(=O)NC/C=C(\C)CCC=C(C)C)C[C@@H]2C(=O)N1CCN(C(=O)C2CC2)CC1
[5] COc1ccccc1CCC(=O)NCCCn1ccc2ccccc21
[6] COc1ccc(OC)c2sc(N(CCN(C)C)C(=O)c3ccc4ccccc4c3)nc12
[7] Cc1ccc(NC(=O)NC(=O)CN2CCC(C(N)=O)CC2)c(C)c1
[8] COc1cccc(CNc2ccc3[nH]c(=O)[nH]c3c2)c1OCc1ccccc1F

entry no.	1	2	3	4	5	6	7	8
dFosB act	-2	12	-8	-15	3	30*	-1	-13
CAL PDZ FP-1	-2.5	-0.3	.	-0.9	-3.1	-1.9	-0.7	-0.7
CAL PDZ FP-2	-3	-1	32*	-5	-5	-2	-8	-3
Tat transport	3	-15	-4	25	-1	14	7	-6
V-ATPase pHluor	-3	4	-1	0	-3	-87	-3	1
Wnt bcat act	.	.	4	-4	-2	-1	30	-2
MITF act	14	13	-8	-35	1	6	.	.
RTF Ca sens act	0	-1	7	-1	-2	-2	2	5
CDK5 p35 inh	-1.7	1.2	1.0	-0.6	1.0	-1.3	0.4	-4.6
Rtt109 Vps75	.	-14	-6	-3	-11	0	-2	-6

[9] CC(=O)O[C@H]1CC[C@@]2(C)[C@@H](CC[C@H]3[C@@H]4CC[C@H](C(C)O)[C@@]4(C)CC(=O)[C@@H]32)C1 (some centres not stated)
[10] C[C@H](N)c1nnc(SCc2c(Cl)cccc2Cl)o1
[11] Cc1c(NC(=O)c2cccs2)cccc1-c1nc2ccccc2s1
[12] Cc1ccc(C(=O)C2=C(O)C(=O)N(Cc3cccnc3)C2c2cccc([N+](=O)[O-])c2)o1 (configuration not stated)
[13] Cc1ccc(S(=O)(=O)Oc2ccc(/C=C(/NC(=O)c3ccccc3)C(=O)NCCCC(=O)O)cc2)cc1
[14] CNc1nc(N)c([N+](=O)[O-])c(NCc2ccccc2)n1
[15] CCOc1ccc(N2C(=O)Nc3ccccc3C2(O)C(=O)N2CCN(c3ccccn3)CC2)cc1 (configuration not stated)
[16] Cc1ccc(Cn2ccc(NC(=O)c3cc(-c4cccc(Cl)c4)on3)n2)cc1

entry no.	9	10	11	12	13	14	15	16
dFosB act	-3	3	-6	0	-2	2	-6	-5
CAL PDZ FP-1	-0.8	-0.3	-1.8	-0.1	-0.3	-0.5	0.3	-3.6
CAL PDZ FP-2	0	-7	-3	-5	-8	.	-1	.
Tat transport	0	-6	-4	-2	5	7	-1	0
V-ATPase pHluor	2	-1	-11	-1	1	7	-1	-1
Wnt bcat act	2	.	.	0	17	-1	-2	1
MITF act	14	.	19	2	-6	17	13	-2
RTF Ca sens act	0	6	3	0	-2	5	2	9
CDK5 p35 inh	0.4	0.6	-0.8	0.1	1.0	1.0	-2.2	-1.4
Rtt109 Vps75	2	1	-7	-9	.	-6	-3	2

[17] Cc1ccc(S(=O)(=O)NC(=NC(C)C)c2ccccc2)cc1
[18] COC(=O)C1=C(C)NC(C)=C(C(=O)OCC2CCCO2)C1c1cccc(Br)c1 (configuration not stated)
[19] COc1cc(C)c(C)cc1S(=O)(=O)N1CCN(Cc2ccccc2)CC1
[20] CCCN1CCC(N2CCN(c3cccc(C(F)(F)F)c3)CC2)CC1
[21] O=C(Nc1cc(F)ccc1F)c1ccc(-n2cncn2)c([N+](=O)[O-])c1
[22] COc1cccc(N2CC(NS(=O)(=O)c3ccc4ccccc4c3)CC2=O)c1 (configuration not stated)
[23] CSc1nc(Cl)c(Cc2ccc(OC(C)C)cc2)c(N2CCOCC2)n1
[24] COc1ccccc1N1CC(C)C(=O)NC1=S (configuration not stated)

entry no.	17	18	19	20	21	22	23	24
dFosB act	6	-4	-7	-4	-1	-7	-1	-13
CAL PDZ FP-1	-0.3	-2.0	-1.6	-2.0	-1.6	-2.4	0.3	-0.5
CAL PDZ FP-2	.	-4	-1	-2	-5	-5	-2	0
Tat transport	-10	16	-6	-2	-4	1	7	19
V-ATPase pHluor	1	-3	3	7	-9	5	1	1
Wnt bcat act	0	3	.	-6	1	-2	.	0
MITF act	-12	-4	-5	-7	23	2	1	-12
RTF Ca sens act	-1	-6	5	6	-11	-1	-1	0
CDK5 p35 inh	-0.2	0.3	12	0.8	1.0	-1.9	-1.3	.
Rtt109 Vps75	-13	-3	-4	3	2	-5	-2	-18

Whole records from above:
COc1cc(C)c(C)cc1S(=O)(=O)N1CCN(Cc2ccccc2)CC1 across the screens: dFosB act: -7; CAL PDZ FP-1: -1.6; CAL PDZ FP-2: -1; Tat transport: -6; V-ATPase pHluor: 3; Wnt bcat act: .; MITF act: -5; RTF Ca sens act: 5; CDK5 p35 inh: 12; Rtt109 Vps75: -4
Cc1ccc(S(=O)(=O)NC(=NC(C)C)c2ccccc2)cc1 across the screens: dFosB act: 6; CAL PDZ FP-1: -0.3; CAL PDZ FP-2: .; Tat transport: -10; V-ATPase pHluor: 1; Wnt bcat act: 0; MITF act: -12; RTF Ca sens act: -1; CDK5 p35 inh: -0.2; Rtt109 Vps75: -13

Other results.
[25] CCCCn1cnc2c(SCc3ccccc3Cl)nc(N)nc21
[26] COC(=O)CN(Cc1ccco1)S(=O)(=O)c1ccccc1
[27] CN1CCN(c2nc(-c3cccnc3)nc3scc(-c4ccccc4)c23)CC1
[28] CC(C)=CCCC1=CCC(/C=N/NC(N)=O)C(C)C1 (configuration not stated)
[29] COc1ccc(C2CC(=O)C=C(NCc3ccccc3)C2)cc1 (configuration not stated)
[30] O=C1C(=O)c2ccccc2C(O)=C1CC=C(Cl)Cl
[31] CCCS(=O)(=O)N1CCCC(C(=O)N2CCC(Cc3ccccc3)CC2)C1 (configuration not stated)
[32] C[C@@H](C(=O)O)[C@@H]1C[C@@]1(C)[C@@H](NC(=O)OCc1ccccc1)c1ccccc1

entry no.	25	26	27	28	29	30	31	32
dFosB act	-3	-8	-18	-2	-7	0	3	-9
CAL PDZ FP-1	-0.1	-1.4	-2.3	1.2	-2.1	-0.1	-0.2	-1.0
CAL PDZ FP-2	-3	1	-5	-3	8	-1	-1	-41
Tat transport	-2	-1	-1	5	0	-6	-1	0
V-ATPase pHluor	0	-4	0	4	2	-2	3	1
Wnt bcat act	11	.	4	1	0	-8	.	-2
MITF act	21	6	12	4	.	.	-12	11
RTF Ca sens act	0	-4	0	-6	-2	-6	1	0
CDK5 p35 inh	0.9	-0.2	0.5	1.6	0.8	-0.6	-0.2	-0.8
Rtt109 Vps75	-5	14	7	9	-2	1	-3	6

Reprinted, compounds 31–32
[31] CCCS(=O)(=O)N1CCCC(C(=O)N2CCC(Cc3ccccc3)CC2)C1 (configuration not stated)
[32] C[C@@H](C(=O)O)[C@@H]1C[C@@]1(C)[C@@H](NC(=O)OCc1ccccc1)c1ccccc1

entry no.	31	32
dFosB act	3	-9
CAL PDZ FP-1	-0.2	-1.0
CAL PDZ FP-2	-1	-41
Tat transport	-1	0
V-ATPase pHluor	3	1
Wnt bcat act	.	-2
MITF act	-12	11
RTF Ca sens act	1	0
CDK5 p35 inh	-0.2	-0.8
Rtt109 Vps75	-3	6

Next section:
[33] Cc1cc2oc3ccc(NCCCN4CCOCC4)cc3c(=O)c2cc1C
[34] CC(C)CC(=O)Nc1ccnn1C1CCN(C(=O)c2ccccc2F)CC1
[35] COC(=O)C1=C(C)N(Cc2ccccc2)C(=NCCc2c[nH]c3ccccc23)N[C@H]1c1ccccc1
[36] N#Cc1ccc(OCC(=O)Nc2ccncc2)cc1
[37] S=c1[nH]nc(-c2ccc(Cl)cc2)n1/N=C/C=C/c1ccco1
[38] O=C(c1ccco1)N1CCN(C(c2coc3ccc(Cl)cc3c2=O)c2nnnn2C2CCCC2)CC1 (configuration not stated)
[39] COc1ccc(C2=NN(C(=O)c3cccnc3)C(c3ccccc3)C2)cc1 (configuration not stated)
[40] C=C1CC(COc2cc(=O)oc3ccccc23)(c2ccccc2)OC1=O (configuration not stated)

entry no.	33	34	35	36	37	38	39	40
dFosB act	-2	5	1	2	-15	-3	2	-3
CAL PDZ FP-1	-1.2	0.2	-0.8	-2.0	-0.1	0.1	-1.8	-0.5
CAL PDZ FP-2	0	.	-2	0	.	-1	-3	0
Tat transport	-1	0	2	16	4	-2	-6	9
V-ATPase pHluor	2	-5	-2	5	0	1	0	-3
Wnt bcat act	3	4	.	-2	-2	.	2	-11
MITF act	80	-1	-29	-6	.	-9	12	-94
RTF Ca sens act	1	-3	8	-1	.	-4	5	-4
CDK5 p35 inh	-1.4	-0.1	-0.3	-5.4	2.0	-0.6	-1.0	-1.0
Rtt109 Vps75	-8	-8	26	-6	5	-10	4	-3

[41] Cc1ccc(C2(C)NC(=O)N(CC(=O)c3ccc(Cl)s3)C2=O)cc1 (configuration not stated)
[42] COc1ccc(NS(=O)(=O)c2cc(C(=O)N3CCN(C/C=C/c4ccccc4)CC3)ccc2C)cc1
[43] COc1ccc([C@H]2CC(=O)C=C(c3cc(C=O)ccc3OC)C2)cc1
[44] c1ccc(CCn2nnnc2C(c2cccs2)N2CCOCC2)cc1 (configuration not stated)
[45] CN(Cc1cnccn1)Cc1nc(Cc2ccccc2F)no1
[46] O=C(O)CN1C(=O)NC2(CCc3ccccc32)C1=O (configuration not stated)
[47] O=C(O)Cn1c(COc2ccc(Cl)cc2)nc2ccccc21
[48] Cc1ccc(N2CCN(C(=O)N3CCCC3)CC2)cc1Cl

entry no.	41	42	43	44	45	46	47	48
dFosB act	-1	-1	-2	1	-3	-5	0	0
CAL PDZ FP-1	-1.1	-1.2	0.6	-0.3	-0.2	0.1	-0.4	0.2
CAL PDZ FP-2	0	-2	-2	-2	56*	2	-3	.
Tat transport	-4	7	-5	-6	0	-2	-2	-7
V-ATPase pHluor	4	-1	-7	-2	-3	-1	2	-3
Wnt bcat act	-9	2	-10	.	2	0	5	.
MITF act	12	-2	-19	-1	3	2	22	-2
RTF Ca sens act	2	-1	-3	-1	0	-6	-2	-8
CDK5 p35 inh	2.2	0.0	1.3	-1.6	-2.4	1.4	-1.0	2.3
Rtt109 Vps75	2	-3	18	-19	3	7	-6	-12

[49] N#C/C(=C(/O)CN1C(=O)c2ccccc2C1=O)c1nc2ccccc2[nH]1
[50] COc1cc(NC(=O)COC(=O)[C@@H]2CCCN2S(=O)(=O)c2ccc(Cl)cc2)cc(OC)c1OC
[51] CCN(CC(=O)Nc1ccccc1C(F)(F)F)C(=O)c1oc2c(Cl)cccc2c1C
[52] COc1cccc(C(=O)Nc2ccccc2)c1
[53] O=C(CSc1nc2scc(-c3ccco3)c2c(=O)n1-c1ccccc1)NCC1CCCO1 (configuration not stated)

entry no.	49	50	51	52	53
dFosB act	-1	-4	-6	-2	-11
CAL PDZ FP-1	0.2	.	-0.6	-2.5	-0.2
CAL PDZ FP-2	-9	-2	3	-1	-1
Tat transport	8	3	-3	5	0
V-ATPase pHluor	0	1	1	0	1
Wnt bcat act	-2	.	0	.	.
MITF act	.	-3	-5	.	.
RTF Ca sens act	-4	-1	0	5	-1
CDK5 p35 inh	-0.4	-1.8	-0.9	2.1	-2.8
Rtt109 Vps75	-3	3	-1	-1	-6
